# Wee1 stabilizer: inhibitors of human Wee1 degradation; P30291; HeLa Luc-Wee1K328M stability, luciferase luminescence; 100% = proteasome inhibitor MG132 effect; reporter increase, % at 5 µM; hit rate 1.2% among 220,000; AID 1321;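 active = activation above the mean of all tested compounds plus 3 SD, set per screening run, cut at about 8.8% in these data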;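 also: cells exposed to compound for 20 h before luminescence read; 0% = DMSO alone and 100% = MG132 at 30 µM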
# 14-3-3 Bad inh: disrupts binding of bovine 14-3-3 zeta to phospho-Bad peptide | inhibition, % at 21.7 µM | TR-FRET 14-3-3zeta/Dy647-pBad peptide displacement, 1 h | P63103 | hit rate 0.71% among 220,000;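 active = inhibition above about 70%, limit read from the data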;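 also: 0% = full 14-3-3 plus peptide FRET controls and 100% = background without 14-3-3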
# Target sequence (P63103 whole entry, looked up): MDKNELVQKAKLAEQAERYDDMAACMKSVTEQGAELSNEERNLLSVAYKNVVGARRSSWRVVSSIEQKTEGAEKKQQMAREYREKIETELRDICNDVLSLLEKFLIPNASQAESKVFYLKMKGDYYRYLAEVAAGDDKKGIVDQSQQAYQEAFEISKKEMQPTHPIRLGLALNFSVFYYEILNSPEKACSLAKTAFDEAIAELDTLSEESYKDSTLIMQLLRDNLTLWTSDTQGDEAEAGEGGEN
# thrombin 1536: blocks human thrombin protease activity. alpha-thrombin, Boc-VPR-AMC fluorogenic substrate cleavage. AID 1046. P00734. inhibition, % at 5 µM. hit rate 0.26% among 220,000;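 active = inhibition at or above 40%; inactive = inhibition below 40%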;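 also: 0% = enzyme with no compound and 100% = wells without enzyme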
#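 signal = AMC fluorescence, 355/460 nm | material = human alpha-thrombin enzyme | control set = enzyme without compound as high, wells lacking enzyme as low | times = reaction at room temperature | read-out basis = percent inhibition scaled between no-compound controls and no-enzyme blanks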
# FXIIa inh: factor XIIa (human) inhibition | hit rate 0.3% among 220,000 | AID 800 | inhibition, % at 5 µM | purified FXIIa, Boc-QGR-AMC fluorogenic substrate, 2 h | P00748; in the data active = inhibition above about 40%;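 also: 0% = enzyme with no compound and 100% = blank without enzyme; many of its hits are not listed in these tables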
# Runt-CBFb FRET: blocks binding of human RUNX1 Runt domain to CBFb; Cerulean-Runt/Venus-CBFb FRET ratio 530/480, 1 h; inhibition, % at 20 µM; hit rate 0.46% among 220,000; AID 1496;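 active = inhibition over about 50% at 20 µM in the single-dose screen, limit read from the data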;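 also: 0% = DMSO wells and 100% = excess unlabeled CBFb competitor control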
#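 Buffer or medium: Tris pH 7.5 buffer with BSA. Assay system: Cerulean-labeled Runt domain protein. Amount: each fluorescent fusion protein 100 nM. Read-out basis: loss of energy transfer signal. Incubation: 1 h compound exposure, room temperature. Probe or stimulus: Venus-CBFb binding partner, 100 nM. Detection: FRET, excitation 422 nm, emission at 530 and 480 nm.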
# KLK5 inh: kallikrein 5 (human) inhibition. inhibition, % at 5 µM. recombinant hK5, fluorogenic AMC substrate cleavage. hit rate 0.59% among 210,000. AID 873;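 active = inhibition of 40% or more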;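 also: 0% = enzyme controls without compound and 100% = no-enzyme blanks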
# Target sequence (Q9Y337 67-293 limits assumed): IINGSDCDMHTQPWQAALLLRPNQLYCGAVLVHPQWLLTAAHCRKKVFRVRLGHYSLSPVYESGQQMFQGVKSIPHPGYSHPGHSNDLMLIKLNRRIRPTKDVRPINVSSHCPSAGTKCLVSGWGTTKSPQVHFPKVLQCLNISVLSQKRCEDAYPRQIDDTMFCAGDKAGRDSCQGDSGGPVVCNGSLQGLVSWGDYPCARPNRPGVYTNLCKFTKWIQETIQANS
# Runt-SMMHC FRET: inhibitors of human RUNX1 Runt domain binding to CBFb-SMMHC; hit rate 0.74% among 220,000; Q01196+Q13951; inhibition, % at 20 µM; Cerulean-Runt/Venus-CBFb-SMMHC FRET ratio 530/480, 1 h;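 active = mean inhibition across duplicate retests at 20 µM reaching about 50%, limit read from the data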;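 also: 0% = DMSO wells and 100% = wells with excess untagged CBFb-SMMHC; inhibitors lower the FRET ratio by blocking Runt binding to CBFb-SMMHC; some results filed as inactive read as strong as hits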
# Hck-Nef inh: human Hck-Nef kinase inhibition | Recombinant Hck-YEEI plus Nef, Z-Lyte FRET kinase assay | inhibition, % at 20 µM | hit rate 0.68% among 220,000 | AID 463187;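 active = Hck-Nef kinase inhibition above about 50%, limit read from the data; inactive = inhibition below that limit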;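 also: 0% = DMSO with Hck plus Nef and 100% = Hck alone without Nef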
# Target sequence (P08631 whole entry, looked up): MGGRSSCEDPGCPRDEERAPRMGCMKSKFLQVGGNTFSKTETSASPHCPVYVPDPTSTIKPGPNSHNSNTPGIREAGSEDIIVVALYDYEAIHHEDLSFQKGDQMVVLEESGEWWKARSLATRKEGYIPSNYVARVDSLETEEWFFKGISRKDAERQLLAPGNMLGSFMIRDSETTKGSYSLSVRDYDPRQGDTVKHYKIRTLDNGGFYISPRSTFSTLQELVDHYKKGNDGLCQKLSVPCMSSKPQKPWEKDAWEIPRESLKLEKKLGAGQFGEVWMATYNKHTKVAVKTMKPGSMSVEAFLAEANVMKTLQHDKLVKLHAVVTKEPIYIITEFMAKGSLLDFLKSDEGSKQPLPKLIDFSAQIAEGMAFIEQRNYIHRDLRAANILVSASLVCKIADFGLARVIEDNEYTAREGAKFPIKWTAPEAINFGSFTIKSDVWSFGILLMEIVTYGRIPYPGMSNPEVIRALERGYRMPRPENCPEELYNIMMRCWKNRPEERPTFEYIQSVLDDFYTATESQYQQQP
# FXIa inh: inhibitors of human coagulation factor XIa; AID 798; P03951; inhibition, % at 5 µM; hit rate 0.14% among 220,000; purified FXIa, Boc-Glu-Ala-Arg-AMC fluorogenic substrate;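 active = inhibition of at least 40%; inactive = inhibition below 40%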;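 also: fluorescence of freed AMC excited at 355 nm; 0% = enzyme without compound and 100% = no enzyme blank; many of its hits are not listed in these tables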
# Active calls of the source: *; / = no result given; [ ] = remark or other dose.
SMILES,Wee1 stabilizer,14-3-3 Bad inh,thrombin 1536,FXIIa inh,Runt-CBFb FRET,KLK5 inh,Runt-SMMHC FRET,Hck-Nef inh,FXIa inh
COc1ccc(-c2nn3c(-c4ccccc4)nnc3s2)cc1OC,2,1,0,12,-1,-17,-4,-7,1
O=c1cc(O)c(-c2ccc(Cl)c(Cl)c2)c(Cl)[nH]1,3,-2,-4,5,4,2,0,24,-2
CCn1c(-c2ccsc2)nc2c1c(=O)[nH]c(=O)n2Cc1ccccc1,2,7[fluorescence artefact?],-1,9,-5,3,-2,-3,11
Cn1c(=O)cc(OCC(=O)NCc2cccnc2)c2ccccc21,-2,0[fluorescence artefact?],4,19,0,-9,-4,2,3
O=c1c2ccc(Cl)cc2nc(-c2cccc(C(F)(F)F)c2)n1O,-2,-111,4,21,2,-33,2,0,3
CCCNC(=O)c1ccc2c(=O)n(Cc3ccco3)c(=S)[nH]c2c1,1,-5,-3,-2,19,-4,12,26,1
CCOc1ccc(-c2noc(CCCC(N)=O)n2)cc1OC,2,7,2,11,-2,3,1,4,6
O=C(CSc1nnc(-c2ccccc2)o1)Oc1ccc(Br)cc1,-2,11[fluorescence artefact?],2,10,1,10,-1,-2,-12

# Ordered by the number under Hck-Nef inh (low to high): some entries from above
SMILES,Wee1 stabilizer,14-3-3 Bad inh,thrombin 1536,FXIIa inh,Runt-CBFb FRET,KLK5 inh,Runt-SMMHC FRET,Hck-Nef inh,FXIa inh
O=c1c2ccc(Cl)cc2nc(-c2cccc(C(F)(F)F)c2)n1O,-2,-111,4,21,2,-33,2,0,3
Cn1c(=O)cc(OCC(=O)NCc2cccnc2)c2ccccc21,-2,0[fluorescence artefact?],4,19,0,-9,-4,2,3
CCCNC(=O)c1ccc2c(=O)n(Cc3ccco3)c(=S)[nH]c2c1,1,-5,-3,-2,19,-4,12,26,1

# Further results follow.
SMILES,Wee1 stabilizer,14-3-3 Bad inh,thrombin 1536,FXIIa inh,Runt-CBFb FRET,KLK5 inh,Runt-SMMHC FRET,Hck-Nef inh,FXIa inh
O=C(CCSCCc1ccccn1)Nc1ccc(Br)cn1,-1,6,-19,-5,1,3,3,4,5
O=S(=O)(c1ccccc1)c1nc(Nc2cccc(O)c2)sc1Cl,-2,0,-2,10,-2,-8,2,-21,2
COc1cc(/C=N/NC(=O)c2cccc(NC(=O)c3ccccc3Cl)c2)ccc1O,2,-10,-10,11,0,-5,2,26,-1
NC(=O)c1ccc(NC(=O)COC(=O)CCCc2c[nH]c3ccccc23)cc1,1,-8,-2,5,-1,4,-1,32,1
O=C(CCC(=O)OCC(=O)c1ccc(F)cc1)NC1CCCCC1,-1,-8,1,13,1,-7,8,-1,3
CN(C(=O)CSc1nc(N)nn1-c1ccccc1)c1ccccc1,0,-13,1,24,2,-10,-1,10,21
CCOC(=O)C(=O)Nc1ccccc1C(=O)NCc1ccccc1,0,0,2,1,1,-20,-8,6,-5
Cc1cc(C)c2sc(NNC(=O)C3COc4ccccc4O3)nc2c1 (centres undefined),2,-12[fluorescence artefact?],2,12,-2,-65,-2,-4,9
COc1ccc(OC)c(NC(=O)c2ccc(NC(C)=O)cc2)c1,1,0,0,11,-6,5,-2,1,-6
COc1cccc(NC(=O)CSc2nnc(Cn3c(=O)sc4ccccc43)n2C)c1,4,5,-2,5,3,-6,2,-2,0
Cc1nnc(Sc2nc3c(c(=O)n(C)c(=O)n3C)n2Cc2ccc(Cl)cc2)s1,2,-4,-3,12,-2,-9,0,-3,7
COc1ccc(C2(O)CN(c3ccc(C)cc3)C3=[N+]2CCCC3)cc1 (centres undefined),2,-7,-5,6,2,0,1,25,2
CN(C)S(=O)(=O)c1cccc(NC(=O)Cn2cnc3ccccc3c2=O)c1,-1,4[fluorescence artefact?],1,24,2,-12,-7,0,17
CCOC(=O)c1sc2nc(NC(=O)C3CC3)sc2c1C,3,11,-2,11,0,2,3,5,-2
Cc1cccc(N2C(=O)C(Cc3ccccc3)NC2=S)c1 (centres undefined),0,-5[fluorescence artefact?],8,2,1,-8,-2,0,4
Cn1cnnc1SC(C(=O)Nc1cc(Cl)cc(Cl)c1)c1ccccc1 (centres undefined),1,6,-2,13,-2,3,-2,2,3
COc1cccc(CNC(=O)CCC2CCCN(C(=O)CCc3c(C)noc3C)C2)c1 (centres undefined),-3,-1,-7,6,1,1,-32,-19,-2
CC(=O)N1N=C(c2ccccc2)OC1c1cccnc1 (centres undefined),0,-12,-6,5,-1,/,0,3,0
CCCc1cc(=O)[nH]c(Nc2cc(OC)ccc2OC)n1,-1,5,-1,4,0,5,0,3,-1
CC(C)c1nc(SCC(=O)c2ccccc2)c2c(=O)n(C)c(=O)n(C)c2n1,-1,1,-4,7,-4,18,3,1,-8
CCNS(=O)(=O)c1ccc(OCCNS(C)(=O)=O)cc1,-1,-5,-5,-2,0,10,-10,6,-12
COCc1c(C(=O)N/N=C(/C)c2ccccc2)nnn1-c1nonc1N,-3,2,1,-2,1,-20,0,-2,-5
CC(OC(=O)c1cc2sccc2n1C)C(=O)NCC1CCCO1 (centres undefined),5,3,-6,2,-2,4,0,3,-25
O=S(=O)(NCCc1csc(-c2ccccc2)n1)c1ccc2c(c1)OCCO2,-3,-6,0,16,0,13,0,2,0
CC1(C)C2([N+](=O)[O-])CN3CC1([N+](=O)[O-])CN(C2)C3C(O)C(O)C(O)CO (centres undefined),-2,-2,-2,4,0,2,1,11,-1
O=C(NNC1=Nc2ccccc2SC1)c1ccc(F)cc1,-2,-7,-3,3,3,-2,0,8,-16
CCOC(=O)c1c(CN2CCOCC2)n(-c2ccccc2)c2ccc(O)cc12,0,2,0,5,1,6,5,1,6
COc1cccc(C(O)c2nc3ccccc3n2C(C)C)c1 (centres undefined),0,-7,5,21,1,2,4,1,10
Nc1nc(SCC(=O)Nc2ccc(Cl)cc2)[nH]c(=O)c1-c1ccccc1,-1,-16,0,9,-2,8,-1,23,-1
CCOCCCNC(=O)c1ccc2c(c1)OCO2,3,9,-5,13,-1,7,-4,1,2
O=c1ccc(/C=C/c2ccccc2)nn1Cc1ccc(Cl)cc1Cl,1,1[fluorescence artefact?],1,11,-3,-3,-2,2,-2
Clc1cccc(-c2nnc3n2CCCCC3)c1,-1,-3,-4,9,2,2,2,-5,-4

# Single records (already shown). Order of values: Wee1 stabilizer	14-3-3 Bad inh	thrombin 1536	FXIIa inh	Runt-CBFb FRET	KLK5 inh	Runt-SMMHC FRET	Hck-Nef inh	FXIa inh
# CC1(C)C2([N+](=O)[O-])CN3CC1([N+](=O)[O-])CN(C2)C3C(O)C(O)C(O)CO (centres undefined) is listed as -2	-2	-2	4	0	2	1	11	-1
# Nc1nc(SCC(=O)Nc2ccc(Cl)cc2)[nH]c(=O)c1-c1ccccc1 is listed as -1	-16	0	9	-2	8	-1	23	-1
# Clc1cccc(-c2nnc3n2CCCCC3)c1 is listed as -1	-3	-4	9	2	2	2	-5	-4

# Other records.
SMILES,Wee1 stabilizer,14-3-3 Bad inh,thrombin 1536,FXIIa inh,Runt-CBFb FRET,KLK5 inh,Runt-SMMHC FRET,Hck-Nef inh,FXIa inh
CCOC(=O)CSc1nnc(CCc2nc3ccccc3[nH]2)n1C,0,-9,-6,3,0,-7,1,-1,2
CCCCN1C(=S)SC(C)(C)C1/[N+]([O-])=C/c1cccnc1 (centres undefined),-4,-5,2,7,0,-4,0,0,0
CNC(=O)c1nnc(Cc2ccc(Cl)cc2)o1,-4,2,0,-1,1,-5,-2,2,5
Cc1n[nH]c(=O)n1-c1ccc(Oc2ccccc2)cc1,1,-12,3,15,0,-15,-2,0,1
COc1cc(NC(=O)COC(=O)c2cnccn2)c(C)cc1[N+](=O)[O-],-3,-5,-1,4,2,1,-7,18,12
CC1(C)CC2CC(C)(CN2/C=N/c2sc3c(c2C#N)CC(C)(C)NC3(C)C)C1 (centres undefined),0,-6,-2,9,2,-1,1,5,2
CN(C)c1ccc(C(=O)N2CC(=O)N(CCc3ccccc3)C(=O)C2)cc1,2,-7,-4,9,1,-4,-1,2,-7
COc1ccccc1OCCCOc1c(Cl)cc(C)cc1Cl,0,5,-4,6,-4,-18,-4,2,2
CCC(c1nnnn1Cc1ccco1)N(Cc1ccccc1OC)Cc1cc2cc(C)ccc2[nH]c1=O (centres undefined),-4,-21[fluorescence artefact?],2,33,20,-8,9,-2,23
O=C(Nc1ccc(Cl)c(S(=O)(=O)N2CCOCC2)c1)c1ccc2c(c1)OCCO2,1,-10,-12,10,-1,-1,-1,24,-1
CCSc1nnc(-c2ccc(S(=O)(=O)NCc3cccs3)cc2)o1,0,-5,5,11,-5,-14,-2,2,-5
CCCn1c(CCC(=O)Nc2ccccc2Cc2ccccc2)nc2cc(S(=O)(=O)N3CCOCC3)ccc21,3,-2[fluorescence artefact?],18,-11,-5,25,-2,-10,-3
CCC(C)(C)n1nnnc1C(c1ccc(OC)c(OC)c1)N1CCN(c2ccc(OC)cc2)CC1 (centres undefined),9,62,0,4,-2,-3,-2,1,-1
CCCC(=O)Nc1ccc2nc(SCC(=O)Nc3ccc(N4CCOCC4)c(Cl)c3)sc2c1,0,10[fluorescence artefact?],-1,9,-28,-3,-8,1,7
CC(C)OC(=O)CC12CN3CC(CC(=O)OC(C)C)(CN(C1)C(=O)c1ccccc1C3=O)C2=O,-2,2,-5,-12,-2,-1,3,2,-3
O=C(NCc1ccc(Cl)cc1)C1CCN(S(=O)(=O)N2CCOCC2)CC1,-1,-8,4,2,-1,-2,-4,22,3
CN(C)/C=C(\C=O)c1cccc(Cl)c1,-1,-7,0,5,0,-3,1,3,0
Cc1ccc(/C=N/NC(=O)c2ccccc2OCc2cccc(Br)c2)o1,4,-11,-5,8,-2,0,-3,20,0
CCn1c(=O)cc(SCC(=O)Nc2ccc(OC)c(OC)c2)c2ccccc21,1,-4,5,-14,2,-13,2,0,-8

# No enrichment for hits; overall some 4.2% were active at least once.
